KCNK3 block: human KCNK3 channel inhibition, primary screen | 340,000 compounds, 0.84% hits | B-score at 10 µM | CHO-KCNK3 thallium flux, FluxOR fluorescence; stronger effect = lower value;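 active = B-score under library mean minus 4 SD, starting fluorescence ratio at most library mean plus 5 SD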;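 note: more negative B-score means stronger inhibition of thallium flux through KCNK3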
TMEM16A act: mouse TMEM16A channel activation, primary screen; Q8BHY3; HEK293 TMEM16A/YFP-H148Q/I152L, iodide quench fluorescence; stronger effect = lower value; B-score at 10 µM; 340,000 compounds, 0.3% hits;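 active = fluorescence-ratio B-score plate-corrected deviation score at least 3 library SD below zero, with starting fluorescence score within 5 deviations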;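 note: channel opened by trigger with iodide after compound preincubation; score built on the fluorescence ratio of max minus min over baseline; more negative score means more quench and so TMEM16A activation or potentiation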
Target sequence (Q8BHY3 whole entry, looked up): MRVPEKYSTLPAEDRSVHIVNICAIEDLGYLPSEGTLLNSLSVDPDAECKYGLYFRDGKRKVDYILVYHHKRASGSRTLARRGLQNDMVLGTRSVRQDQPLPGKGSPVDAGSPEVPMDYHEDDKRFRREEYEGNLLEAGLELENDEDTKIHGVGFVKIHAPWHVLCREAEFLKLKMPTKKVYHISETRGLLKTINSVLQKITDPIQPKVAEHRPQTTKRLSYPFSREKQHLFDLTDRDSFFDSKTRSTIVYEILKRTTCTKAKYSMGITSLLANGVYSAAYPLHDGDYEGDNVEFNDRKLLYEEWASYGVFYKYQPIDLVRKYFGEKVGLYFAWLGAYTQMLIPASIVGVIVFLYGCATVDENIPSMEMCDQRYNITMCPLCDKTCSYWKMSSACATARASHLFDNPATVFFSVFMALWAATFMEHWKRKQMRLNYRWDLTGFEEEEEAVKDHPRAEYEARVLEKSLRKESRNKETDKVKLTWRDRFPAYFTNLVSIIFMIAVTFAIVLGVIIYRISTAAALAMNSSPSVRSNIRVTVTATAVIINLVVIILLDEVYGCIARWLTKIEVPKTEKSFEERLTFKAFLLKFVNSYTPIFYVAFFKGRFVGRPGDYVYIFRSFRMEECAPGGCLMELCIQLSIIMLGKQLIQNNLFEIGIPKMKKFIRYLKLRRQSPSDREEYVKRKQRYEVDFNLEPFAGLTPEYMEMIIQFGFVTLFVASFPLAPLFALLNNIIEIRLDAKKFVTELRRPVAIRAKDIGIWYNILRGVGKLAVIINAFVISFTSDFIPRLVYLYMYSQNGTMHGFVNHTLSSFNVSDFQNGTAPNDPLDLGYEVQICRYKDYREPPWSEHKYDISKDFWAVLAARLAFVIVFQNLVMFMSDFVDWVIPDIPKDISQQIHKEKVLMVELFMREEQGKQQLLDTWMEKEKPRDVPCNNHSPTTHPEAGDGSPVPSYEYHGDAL
RGS4 inh: inhibitors of human RGS4; P49798; HEK293 M3R/RGS4 inducible, Fluo-4 calcium flux; stronger effect = higher value; triggered by carbachol at its EC20; B-score at 10 µM; 310,000 compounds, 0.45% hits; AID 463165;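 active = B-score, a plate-corrected calcium signal, over three deviations above library mean, with baseline fluorescence within five deviations of library mean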;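 note: RGS4 expression induced by doxycycline in cells with stable M3 receptor; B-score is computed from the integrated fluorescence ratio over baseline after carbachol; higher B-score means a larger calcium signal and so more RGS4 inhibition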
RGS4 act: potentiators or activators of RGS4. HEK293 M3R/inducible RGS4, carbachol calcium flux Fluo4; stronger effect = lower value. B-score at 10 µM. 310,000 compounds, 0.92% hits. AID 463111;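 active = B-score of the integrated calcium signal more than 4 SD below the library mean, with starting fluorescence not abnormally high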;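 note: negative B-score means reduced calcium response which marks RGS4 activation or potentiation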
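System: HEK293 FlpIn-TREx cells, stable M3R, doxycycline-inducible RGS4. Timing: overnight RGS4 induction, 30 min dye load 37 °C, 20 min compound RT. Also added: carbachol, ECmax concentration. Measured by: Fluo4 fluorescence kinetic imaging of calcium. Evaluation: integrated calcium ratio converted to B score.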
KCNQ1 inh: human KCNQ1 channel inhibition | 310,000 compounds, 1.3% hits | CHO-K1 KCNQ1, FluxOR thallium flux fluorescence; stronger effect = higher value | B-score at 10 µM | P51787;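 active = compounds whose thallium flux B-score, printed positive for inhibition, exceeds three library SD while starting fluorescence stays within three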;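 note: channel opened by potassium depolarization with thallium stimulus after 20 min compound exposure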
ANO1 block: inhibitors of mouse TMEM16A calcium-activated chloride channel; Q8BHY3; HEK293 TMEM16A/YFP iodide influx fluorescence, ionomycin; normalized B-score (activity score, 25-100; higher = stronger inhibition) at 10 µM; 310,000 compounds, 1.2% hits; AID 588511;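 active = ratio plate-corrected score three or more library SD toward inhibition, starting fluorescence score within five deviations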;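 note: score derived from kinetic fluorescence span divided by baseline fluorescence per well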
KCNQ1 act: potentiators or activators of human KCNQ1 potassium channel | CHO-K1 KCNQ1, thallium flux FluxOR fluorescence; stronger effect = higher value | 310,000 compounds, 0.35% hits | B-score at 10 µM | P51787;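 active = fluorescence ratio B-score, a plate-corrected score, at least three library SD, with initial intensity B-score within 5 SD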
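Assay system: CHO-K1 cells stably expressing KCNQ1. Medium: assay buffer for compound exposure, DMSO matched across wells. Timing: 37 °C overnight plating, 90-min dark dye load, 20-min compound pretreatment. Signal: kinetic FluxOR fluorescence, 10 s baseline plus 110 s post-stimulus.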
MrgX1 agonist: human MrgX1 receptor agonism, primary screen | Q96LB2 | MrgX1-HEK293 cells, Fluo-4 calcium fluorescence, agonist mode; stronger effect = higher value | B-score at 10 µM | 310,000 compounds, 0.44% hits | AID 588627;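 active = calcium response B-score plate-corrected fluorescence ratio at least 3 library SD, with starting fluorescence B-score inside 5 SD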
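Test system: Stable human MrgX1 HEK293 cell line | Schedule: Overnight plating before 1 h dye loading | Read-out basis: Baseline-normalised fluorescence change ratio, B-scored | Detection: Kinetic calcium dye fluorescence, Fluo-4 NW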
KCNK9 inh: human KCNK9 channel inhibition; Q9NPC2; HEK293 KCNK9, FluxOR thallium flux fluorescence; stronger effect = lower value; B-score at 10 µM; 310,000 compounds, 1.2% hits; AID 488922;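 active = ratio B-score over 3 SD below the library mean, with starting fluorescence within 5 SD of its mean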;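 note: negative B-score means less thallium flux so channel inhibition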
hERG rescue: shields human hERG channel from block by proarrhythmic agents; CHO-hERG, FluxOR thallium flux, dofetilide IC70 present; activation (rescue from dofetilide block), less the hit threshold, % at 10 µM; 310,000 compounds, 0.51% hits; AID 1511;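 active = activation above the mean of controls blocked by dofetilide plus 5 SD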;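 note: thallium influx through hERG after potassium depolarization seen as dye fluorescence rise; in these data hits start at about 4.7%; inactives centre near -7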
MrgX1 allo act: human MrgX1 positive allosteric modulation, primary screen; 310,000 compounds, 0.63% hits; MrgX1-HEK293, Fluo-4 calcium flux, FDSS; stronger effect = higher value; Q96LB2; B-score at 10 µM;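 active = plate-corrected calcium response at least 3 library SD above typical, normal starting fluorescence, not activating the receptor alone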;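 note: compound read alongside a low EC10 to EC30 dose of BAM8-22 agonist; peak minus trough fluorescence over baseline measured at the second addition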
An asterisk follows results filed as active; i = inactive; nt = not tested or not shown.

SMILES	KCNK3 block	MrgX1 agonist	RGS4 inh	hERG rescue	ANO1 block	MrgX1 allo act	KCNQ1 act	TMEM16A act	KCNQ1 inh	RGS4 act	KCNK9 inh
Cc1ccc(NC(=O)/C=C/c2ccc([N+](=O)[O-])s2)cc1	i	i	i	-9.0	i	i	i	i	i	i	i
ClCc1nnc(-c2cc3c(s2)CCCC3)o1	i	nt	i	-18.8	nt	nt	i	i	i	i	i
Cc1ccc(Sc2ncccc2COC(=O)Nc2c(C)cccc2C)cc1	i	i	i	-5.5	100*	i	i	i	i	i	i
CCNc1nc(NCC)nc(N(CC)C(N)=S)n1	i	i	i	-10.8	i	i	i	i	i	i	i
O=S(=O)(/N=C(/c1ccccc1)N1CCOCC1)c1ccc(Br)cc1	i	i	i	-6.8	i	i	i	i	i	i	i
Cc1ccc(NNC(=S)Nc2ccc(C(C)C)cc2)c(C)c1	i	i	i	-2.5	i	i	i	i	i	i	i
C=CCN1CN(S(=O)(=O)c2ccc(OC)cc2)c2nc3ccccc3nc21	i	i	i	-7.2	i	i	i	i	i	i	i
O=C(O)CCC(=O)NCc1ccc(C(=O)O)cc1	i	i	i	-7.7	i	i	i	i	i	i	i
COc1ccc(CCNc2nc(-c3ccco3)cc(C(F)(F)F)n2)cc1OC	i	i	i	-8.4	i	i	i	i	i	i	i
CC(C)OCCCNc1nc(-c2ccccc2)nc2ccccc12	-10.2*	i	i	-23.8	i	i	i	i	7*	i	i
OCC(CO)(CO)N=Cc1c(O)ccc2ccccc12	i	i	i	-6.3	i	i	i	i	i	i	i
COc1ccc(OCCSc2nc(N)cc(=O)[nH]2)cc1	i	i	i	-18.5	i	i	i	i	i	i	i
COc1ccc2c(=O)cc(C(=O)O)oc2c1	i	i	i	-12.5	i	i	i	i	i	i	i
COC(=O)c1cc(Br)c(=O)n(CCc2ccc(F)cc2)c1	i	i	i	-11.0	i	i	i	i	i	i	i
Cc1cc(NC(=O)[C@H](C)NC(=O)c2ccco2)ccc1Br	i	i	i	-7.8	i	i	i	i	i	i	i
COc1ccc(NC(=O)C2Cc3ccccc3CN2C(=O)c2ccccc2)cn1 (centres undefined)	i	i	i	-13.4	i	i	i	i	i	i	i
CCOc1ccc(S(=O)(=O)NNC(=S)Nc2ccc(Br)cc2)cc1	i	i	i	-7.0	i	i	i	i	i	i	i
O=C(c1ccc(N2CCCC2=O)cc1)N1CCCCCC1	i	i	i	-7.5	i	i	i	i	i	i	i
CCN(C(=O)COC(=O)c1ccc(F)c(S(=O)(=O)N2CCOCC2)c1)C1CCS(=O)(=O)C1 (centres undefined)	i	i	i	-4.1	i	i	i	i	i	i	i
Cc1ccc(S(=O)(=O)/N=C(/c2ccc(F)cc2)N2CCCCC2)cc1	i	i	i	-7.0	i	i	i	i	i	i	i
COc1ccc(/C=N/Nc2cc(C)nc3ccc(Br)cc23)cc1	i	i	i	-22.2	i	i	i	i	i	i	i
CC(C)NCc1cc(Br)ccc1OCc1ccccc1	i	i	i	-12.5	i	i	i	i	i	i	i
Cc1cccc(NC(=O)c2nc[nH]c2C(=O)NCC(=O)OCc2ccccc2)c1	i	i	i	-15.6	i	i	i	i	i	i	i
CCc1ccccc1N1CC(C(=O)Nc2cc(C)on2)CC1=O (centres undefined)	i	i	i	-5.2	i	i	i	i	i	i	i
CCc1cc(=O)oc2c3c(cc(OCC(=O)NCc4cccnc4)c12)OC(C)(C)CC3	i	i	i	-17.6	i	i	i	i	i	i	i
NC(CS(=O)O)C(=O)O (centres undefined)	i	i	i	-2.7	i	i	i	i	i	i	i
Cc1nnc(-c2cccc(Br)c2)c2cn(-c3cccc(Br)c3)nc12	i	i	i	-13.8	i	i	i	i	i	i	i
Cc1ccc(-n2nc3c(=O)n(CCCC(=O)NCCc4ccccc4C)nc(C)c3c2C)cc1	i	i	i	-6.9	i	i	i	i	i	i	i
COc1ccc(-c2nn(-c3ccccc3)cc2CNC(C)Cn2cncn2)c(F)c1 (centres undefined)	i	i	i	-8.2	i	i	i	i	i	i	i
CCCNC(=O)c1ccccc1NC(=O)c1ccccc1N(C)S(=O)(=O)c1ccc(C)cc1	i	nt	i	-6.8	nt	nt	i	i	i	i	i
COCC(C)NC(=O)/C=C/c1ccc(OC)cc1 (centres undefined)	i	i	i	-9.1	i	i	i	i	i	i	i
Cn1nccc1C(=O)NCCN1C(=O)OC(C)(C)C1(C)O (centres undefined)	i	i	i	-9.1	i	i	i	i	i	i	i
N#C/C(=C(/O)CSc1nnc(Cc2cccs2)n1C1CCCCC1)c1nc2ccccc2[nH]1	i	i	i	-2.8	i	i	i	i	i	i	i
CS/C(=C/[N+](=O)[O-])Nc1cccc2c1C(C)CC2(C)C (centres undefined)	i	i	i	-9.4	i	i	i	i	i	i	i
COc1ccc(/C=N\NC(=O)c2cc(O)c(O)c(O)c2)cc1COc1ccc(C(=O)OCC(C)C)cc1	i	i	i	-4.8	i	i	i	i	i	i	i
COc1ccc(C2CC(=O)c3c(C)nc(N4CCN(c5ccccc5)CC4)nc3C2)cc1 (centres undefined)	i	i	i	-15.2	i	i	i	i	i	i	i
CC(C)CCN1CCN(Cc2cc3ccccc3[nH]2)CC1CCO (centres undefined)	i	i	i	2.4	i	i	i	i	i	i	i
O=C(NNc1nc2ccccc2o1)c1ccccc1	i	i	i	-8.0	i	i	i	i	i	i	i
CCN1C(=O)[C@@H]2[C@@H](c3ccc(-c4ccc(C(C)=O)cc4)cc3)N3CCC[C@@]3(C(=O)OC)[C@@H]2C1=O	i	i	i	-10.0	i	i	i	i	i	i	i
COc1cc(/C=C/C(=O)O)cc(OC)c1OC	i	i	i	-11.5	i	i	i	i	i	i	i
CCCCn1c(N)c(N(CCOC)C(=O)c2cc(-c3ccc(OC)c(OC)c3)nc3ccccc23)c(=O)[nH]c1=O	i	i	i	-15.9	i	i	i	i	i	i	i
COc1ccc(NCc2nnc(SCC(=O)c3ccc(C)cc3)o2)cc1	i	i	i	-8.7	i	i	i	i	i	i	i
COc1cccc(NC(=O)Nc2cc(C)on2)c1	i	i	i	-3.7	i	i	i	i	i	i	i
CCC(CC)C(=O)Nc1ccc(C(=O)c2ccccc2)cc1	i	i	i	-8.6	i	i	i	i	i	i	i
COCCN(C(=O)c1csnn1)C(C(=O)NC1CCCCC1)c1cccs1 (centres undefined)	i	i	i	-7.4	i	i	i	i	i	i	i
O=C(CN1C(=O)C2CC=CCC2C1=O)NCc1cccs1 (centres undefined)	i	i	i	-3.7	i	i	i	i	i	i	i
Cc1ccc2nc(SCc3nnc(-c4ccccc4Br)o3)[nH]c2c1	i	i	i	-15.7	i	i	i	i	i	i	i
COc1cccc(N2CCN(CC(=O)NC(C)c3ccccc3)CC2)c1 (centres undefined)	i	i	i	-4.2	i	i	i	i	i	i	i
Cc1ccc(C)c(Cn2c(=O)n(-c3ccc(CC(=O)NCc4ccco4)cc3)c(=O)c3sccc32)c1	i	i	i	-6.0	i	i	i	i	i	i	i
C=CCNc1oc(-c2ccc(OCC)cc2)nc1C#N	i	i	i	-5.7	i	i	i	i	i	i	i

Remaining list, next part:
SMILES	KCNK3 block	MrgX1 agonist	RGS4 inh	hERG rescue	ANO1 block	MrgX1 allo act	KCNQ1 act	TMEM16A act	KCNQ1 inh	RGS4 act	KCNK9 inh
CC(=O)Nc1ccc(NS(=O)(=O)c2ccc(-c3csc(C)n3)s2)cc1	i	i	i	-5.7	i	i	i	i	i	i	i
CCc1ccc(NC(=O)Nc2ccc3c(c2)N(C)C(=O)CS3)cc1	i	i	i	-3.2	i	i	i	i	i	i	i
CCc1cc(=O)oc2cc(OCC(=O)NCCCn3ccnc3)c(Cl)cc12	i	i	i	-8.6	i	i	i	i	i	i	i
Cc1nn(-c2ccccc2)c2c1C(c1ccccc1)C(C#N)=C(N)O2 (centres undefined)	i	i	i	-10.4	i	i	i	i	i	i	i
CCN(CC)c1nc2ccccc2n(Cc2cccc(OC)c2)c1=O	i	i	i	-5.8	i	i	i	i	6*	i	i
COc1ccc(/C=C/C(=O)Nc2ccc3nc4n(c(=O)c3c2)CCCC4)cc1OC	i	i	i	-18.0	i	i	i	i	i	i	i
COC(=O)C1=CN(c2ccc(F)cc2)C=C(C(=O)OC)C1c1cccc(Br)c1	i	i	i	-13.3	i	i	i	i	i	i	i
C=CCNC(=O)CCCOc1cc(C)ccc1C	i	i	i	-10.3	i	i	i	i	i	i	i
CC(O)CNc1nc2c(c(=O)n(Cc3ccc(Br)cc3)c(=O)n2C)n1C (centres undefined)	i	i	i	3.4	i	i	i	i	i	i	i
C=C(C)Cn1c(CCCNC(=O)CC)nc2ccccc21	i	i	i	-8.4	i	i	i	i	i	i	i
Cc1cc(C)nc(NS(=O)(=O)c2ccc(NC(=O)CN3C(=O)S/C(=C\c4ccccc4)C3=O)cc2)n1	i	i	i	-3.7	i	i	i	i	i	i	i
CC(C)NC(=O)c1cccc(Br)c1	i	i	i	-7.5	i	i	i	i	i	i	i
COc1ccc(OC)c(NC(=O)c2c(NC(=O)c3ccco3)sc3c2CCC3)c1	nt	nt	i	-9.1	nt	nt	i	nt	i	i	-7.54*
O=C(CCNC(=O)c1ccc(Cl)cc1)NCc1cccc(C(F)(F)F)c1	i	i	i	-11.1	i	i	i	i	i	i	i
COc1cccc(OC)c1C(=O)Nc1ccc(Cc2ccncc2)cc1	i	i	i	-7.4	i	i	i	i	i	i	i
COc1ccc(-n2c(Cc3cccn3C)nnc2SCC(=O)Nc2cccc(OC)c2)cc1	i	i	i	-6.8	i	i	i	i	i	i	i
CCC(Sc1nc2ccccc2c(=O)[nH]1)C(=O)Nc1ccc(C(C)=O)cc1 (centres undefined)	i	i	i	-7.4	i	i	i	i	i	i	i
